Source: PubChem BioAssay
TbPYK inhibitor: qHTS of Trypanosoma Brucei Inhibitors | pyruvate kinase (Trypanosoma brucei), Q57TT1 | TbPYK enzyme, Kinase-Glo Plus ATP luminescence, 45 min | Potency, µM (series often up to 76.8 µM), inactives show at the top dose activity, negative = inhibition, actives largely listed as inhibitors | 410,000 tested, 0.12% active; note: potency is the fitted concentration of half-maximal effect; nearly all actives have a fitted effect of over 50% in size
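In this concentration-response screen, enzyme-free wells defined baseline while DMSO plates tracked drift. Each reaction combined TbPYK, substrate, compound and 130 uM ADP for 45 min at room temperature. Kinase-Glo Plus luminescence gave the signal.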
AMA1-RON2 inh: qHTS for Inhibitors of AMA1-RON; Towards Development of Antimalarial Drug Lead: Primary Screen. Plasmodium falciparum AMA1 (3D7) - RON2 peptide interaction. 360,000 tested, 0.2% active. Potency, µM (doses to about 58.2 µM), without a hit: at the highest dose activity change, negative = inhibition, most hits filed as inhibitors. AlphaScreen AMA1-biotinylated RON2 peptide binding;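 note: potency is the fitted concentration of half-maximal effect; 0% = vehicle wells and -100% = peptide control; nearly all actives have a fitted effect of over 45% in size; some results filed as inactive show a strong effect at the top dose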
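AMA1 (3D7) with his tag at 25 nM final met compounds first, then biotinylated RON2 peptide at 25 nM; detection used donor plus acceptor beads, 10 µg/mL apiece, read by AlphaScreen after 30 min at room temperature.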
AmpC detergent: qHTS Inhibitors of AmpC Beta-Lactamase (assay with detergent); 370,000 tested, 0.041% active; AmpC hydrolysis of nitrocefin, absorbance 480 nm, 0.01% Triton; Potency, µM (series often up to 114 µM), without a hit: at the highest dose activity change, negative = inhibition, usual class: inhibitors;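 note: potency is the fitted concentration of half-maximal effect; 0% = no-compound wells and -100% = no-enzyme wells; nearly all actives have a fitted effect of over 25% in size; some results filed as inactive show a strong effect at the top dose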
Target sequence (P00811 whole entry, looked up): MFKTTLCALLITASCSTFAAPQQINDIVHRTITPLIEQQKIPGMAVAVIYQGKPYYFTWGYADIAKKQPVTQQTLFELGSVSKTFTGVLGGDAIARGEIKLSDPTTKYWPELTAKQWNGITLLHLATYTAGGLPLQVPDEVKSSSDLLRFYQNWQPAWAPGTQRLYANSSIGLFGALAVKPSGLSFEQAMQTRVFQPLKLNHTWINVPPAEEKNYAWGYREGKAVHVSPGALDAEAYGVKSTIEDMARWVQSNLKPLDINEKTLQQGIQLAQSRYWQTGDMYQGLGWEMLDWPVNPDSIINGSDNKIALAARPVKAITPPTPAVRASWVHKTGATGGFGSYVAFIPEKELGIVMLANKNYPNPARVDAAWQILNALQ
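AmpC (5.3 nM in the dispensed reagent) in 20 mM phosphate pH 7.0 with 0.01% (detergent screen) or 0.0001% Triton X-100 was preincubated with compounds for 15 min at room temperature. Nitrocefin was then added from an 800 uM solution, and hydrolysis was followed at 480 nm.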
HCV inhibitor: qHTS Assay for Inhibitors of Hepatitis C Virus (HCV); Potency, µM (titrated, usually from 41.8 µM), without a hit: at the highest dose activity change, negative = inhibition, usual class: inhibitors; Huh7.5.1 HCVcc-Cre infection, luciferase reporter, 44 h; 340,000 tested, 3.4% active; note: potency is the fitted concentration of half-maximal effect
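Cells seeded at 1,000/well and cultured 4 h, then compounds added followed by HCVcc-Cre virus (~0.5 moi). After 44 h further culture, luciferase substrate was added, plates held 15 min at room temperature, and luminescence read for 15 sec.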
HCMV inh: qHTS Assay for inhibitors of the human cytomegalovirus (HCMV) | HFF cells, HCMV-luciferase reporter, 72 h; stronger effect = lower value | activity change, negative = inhibition, % at 57.5 µM | 410,000 tested, 4.5% active; in the data active = activity change below about -60%; inconclusive = no clear call, values can overlap the other calls; inactive = above about -39%
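Compounds were evaluated in HFFs infected with an HCMV luciferase reporter virus (MOI 1 PFU/cell). Luciferase in lysates collected 72 h post infection served as the replication measure.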
LmPK inhibitor: qHTS Assay for Inhibitors of Leishmania Mexicana Pyruvate Kinase (LmPK) | Q27686 | AID 1721, 2009 | purified LmPK, Kinase-Glo ATP luminescence, 1 h | Potency, µM (series often up to 57.5 µM), inactives show at the highest dose activity change, negative = inhibition, actives largely listed as inhibitors | 290,000 tested, 0.37% active; note: potency is the fitted concentration of half-maximal effect
Target sequence (Q27686 whole entry, looked up): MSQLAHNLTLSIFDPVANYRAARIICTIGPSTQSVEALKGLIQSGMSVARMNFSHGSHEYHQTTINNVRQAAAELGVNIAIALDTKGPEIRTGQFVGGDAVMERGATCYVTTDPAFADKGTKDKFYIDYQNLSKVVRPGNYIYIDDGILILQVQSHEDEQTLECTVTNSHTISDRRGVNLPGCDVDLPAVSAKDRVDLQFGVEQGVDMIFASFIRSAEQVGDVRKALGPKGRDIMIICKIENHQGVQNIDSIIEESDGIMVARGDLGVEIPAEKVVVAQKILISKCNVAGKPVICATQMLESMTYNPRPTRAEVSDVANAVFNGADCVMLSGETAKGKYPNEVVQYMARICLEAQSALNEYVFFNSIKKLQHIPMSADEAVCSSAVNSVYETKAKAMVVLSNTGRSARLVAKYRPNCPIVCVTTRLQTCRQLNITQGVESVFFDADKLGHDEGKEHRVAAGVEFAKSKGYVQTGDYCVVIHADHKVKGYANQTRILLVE
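Pyruvate kinase activity monitored as ATP production (luciferase luminescence). Conditions: 0.1 nM enzyme, 0.5 mM PEP, 0.1 mM ADP, 1 h, RT; normalized against uninhibited and no-enzyme wells.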
AmpC inh no detg: qHTS Inhibitors of AmpC Beta-Lactamase (assay without detergent); P00811; AmpC nitrocefin hydrolysis, absorbance 480 nm, 0.0001% Triton; Potency, µM (highest dose often 57.1 µM), for inactives: at the highest dose activity change, negative = inhibition, hits mostly inhibitors; 330,000 tested, 0.52% active; AID 485341, 2010;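 note: potency is the fitted concentration of half-maximal effect; plate controls were no compound for no effect and no enzyme for full effect; nearly all actives have a fitted effect of over 20% in size; some results filed as inactive show a strong effect at the top dose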
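AmpC (5.3 nM in the dispensed reagent) in 20 mM phosphate pH 7.0 with 0.01% (detergent screen) or 0.0001% Triton X-100 was preincubated with compounds for 15 min at room temperature. Nitrocefin was then added from an 800 uM solution, and hydrolysis was followed at 480 nm.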
* hit, by the source's call; ? = inconclusive; / = not tested or not shown; [ ] = another dose, or the depositor's remark. Unless noted, calls come from the whole dose curve; as a rule, active = well fitted curve in the direction sought with a large enough effect; inconclusive = small, poorly fitted or top-dose-only effect, or another doubt; inactive = no such curve, though single readings can be large; an effect the other way counts as inactive or inconclusive. Unless noted, % is set by controls: 0 for no effect and ±100 for the full control effect.

Under each structure: TbPYK inhibitor, AMA1-RON2 inh, AmpC detergent, HCV inhibitor, HCMV inh, LmPK inhibitor, AmpC inh no detg
CC(OC(=O)C1CCN(c2ccc(C(F)(F)F)cn2)CC1)C(=O)c1ccccc1 (stereo unspecified)
→ -5%, -11%, ?, -7%, -31, /, -8%
N#C/C(=C\c1ccc(Cl)cc1)c1n[nH]c(Cn2cncn2)n1
→ 5%, 9%, 1%, 3%, -6, 3%, -17%
C=Cc1ccc(CSc2nnc(C)n3c2cc2occc23)cc1
→ 1%, /, -7%, /, 0, /, /
Cc1ccc(OCCn2c(C3CC(=O)N(Cc4ccccc4)C3)nc3ccccc32)cc1 (stereo unspecified)
→ -2%, -11%, ?, ?, 23, 1%, 45µM*
CCOC(=O)N1CCN(Cc2nc3cc(NC(=O)c4cccc(C)c4)ccc3n2C(C)C)CC1
→ 15%, /, 15%, /, -94*, /, /
O=C(CSc1nc2c(oc3ccccc32)c(=O)n1CC1CCCO1)NCc1ccccc1 (stereo unspecified)
→ 0%, 11%, 0%, ?, -19, /, -3%
O=C(COc1ccc(Br)cc1)Nc1ccc(C(=O)OC2CCCCC2)cc1
→ 2%, /, 10%, /, 6, /, /
Cc1cccc(C(C)C)c1NC(=O)CSc1nncn1C
→ 0%, -3%, -6%, 1%, -6, 3%, -6%
Cc1onc(-c2c(F)cccc2Cl)c1C(=O)c1ccccc1O
→ -5%, -11%, 9%, 1%, -8, 4%, -25%
CC(NS(=O)(=O)c1ccc2ccccc2c1)c1ccccn1 (stereo unspecified)
→ 1%, 10%, /, 3%, -15, /, -13%
COc1ccc([N+](=O)[O-])cc1NC(=O)COC(=O)c1ccccn1
→ 0%, 33%[activator], 2%, -16%, 7, 4%, -7%
CCOc1cc(NC(=O)c2ccco2)c(OCC)cc1NC(=O)CCc1ccccc1OC
→ -15%, -5%, -10%, ?, -25, 3%, -5%
CCc1cccc(CC)c1-n1c(SCc2cc(=O)n3ccsc3n2)nnc1-c1cccnc1
→ -4%, 4%, 4%, 7%, 49, 2%, 62%[activator]
Cc1ccsc1C(=O)N(c1nc2ccccc2s1)c1c(C)cccc1C
→ -2%, -5%, ?, ?, ?, 2%, -24%
Cc1ccc(C)c(OCCC(=O)NNC(=O)c2ccncc2)c1
→ -9%, 88%[activator], 0%, -2%, 2, /, -1%
CCNc1nc(NCC)n2c(SCC(=O)c3ccc(C(C)C)cc3)nnc2n1
→ -4%, -15%, -6%, 19%, -36, -6%, -26%
Cc1ccc(S(=O)(=O)Cc2ccc(C(=O)N3CCN(c4ccccn4)CC3)o2)cc1
→ 1%, -4%, -8%, -18%, -4, 1%, 10%
Cc1ccc(S(=O)(=O)Nc2cc(C(=O)O)ccc2N2CCCCC2)cc1
→ -13%, 11%, 0%, 0%, 17, 5%, -29%
COc1ccc(NC(=O)C2(C)CCCN2C(=O)C(C)C)cc1OC (stereo unspecified)
→ -6%, 10%, /, /, 8, /, /
NCCc1nnc(SCC(N)=O)o1
→ 6%, 7%, 0%, 0%, 35, -5%, -8%

Later entries
Under each structure: TbPYK inhibitor, AMA1-RON2 inh, AmpC detergent, HCV inhibitor, HCMV inh, LmPK inhibitor, AmpC inh no detg
Cc1c(C(C)C)c(=O)n(-c2ccc(S(=O)(=O)NCc3ccccc3)cc2)n1C
→ 4%, -16%, ?, 0.89µM*, -85*, 8%, -3%
O=Nc1c2nc3ccccc3n(O)c-2c2ccccc12
→ /, /, -3%, /, 22, -21%, -4%
O=C(NNS(=O)(=O)c1ccc(F)cc1)c1ccccc1F
→ -1%, 4%, 1%, 4%, 32, -1%, -6%
CCn1c(SCC(=O)N/N=C/c2cc(OC)c(OC)c(OC)c2)nc2ccccc21
→ 1%, 11%, 1%, ?, -18, 1%, -3%
Cc1cccc(OCc2nnc(SCC(=O)N3c4ccccc4Sc4ccc(Cl)cc43)o2)c1
→ 7%, 1%, 1%, ?, ?, 0%, -30%
CCc1ccccc1NC(=O)CNC(=O)c1cccc(S(=O)(=O)N2CCN(Cc3ccccc3)CC2)c1
→ -2%, -21%, ?, 10µM*, -25, /, -4%
CC1Cc2ccccc2N1C(=O)c1ccc2snnc2c1 (stereo unspecified)
→ 12%, 3%, -13%, -1%, -15, 2%, -11%
O=C(c1ccc2c(c1)OCO2)N(CC1CCCO1)C1(C(=O)NC2CCCCC2)CCCCC1 (stereo unspecified)
→ 0%, -1%, -9%, -18%, -5, 5%, 40%
C=CCn1c(-c2ccncc2)n[nH]c1=S
→ ?, -2%, -8%, 6%, -32, -3%, -11%
CCN(CC(=O)Nc1ccccc1OC)C(=O)CSCC(=O)Nc1cccc(C)c1
→ 3%, 12%, /, -4%, -7, /, /
O=C(CN1CCOCC1)NCCNC(=O)CN1CCOCC1
→ -9%, 7%, 0%, 6%, 52, -2%, -13%
CCOc1ccc(C(=O)Nc2cccc(-c3cc4ccccc4oc3=O)c2)cc1[N+](=O)[O-]
→ -5%, -16%, 0%, ?, -13, 2%, -56%
CCOC(=O)c1c(-c2ccc(C)cc2)csc1NC(=O)c1cc(=O)c2cc(Cl)ccc2o1
→ 1%, /, 9%, /, 3, /, /
CN(C)C(=O)N1CCN(C(=O)N(C)C)CC1
→ 6%, -11%, -3%, 8%, 57, 7%, -8%
COc1cc(OC)cc(C(=O)Nc2ccc3nc4n(c(=O)c3c2)CCCC4)c1
→ 3%, -1%, -1%, ?, ?, -9%, -1%
O=C1N=c2ccc(Br)cc2=C1c1sc(=O)[nH]c1O
→ /, /, 0%, /, /, ?, -23%
CCOC(=O)CSc1ncnc2c1cnn2-c1ccccc1
→ 4%, 21%, ?, 4%, -20, -3%, -9%
CCN(C[C@H]1N[C@@](CC)(C(=O)OC)[C@H]2C(=O)N(Cc3ccccc3)C(=O)[C@@H]12)C(=O)Nc1ccc(OC)cc1
→ 6%, 8%, /, -1%, 29, /, 13%
COc1ccc(NS(=O)(=O)c2c(C)nc3scc(C)n3c2=O)cc1
→ -1%, /, 12%, /, -6, /, /
CC1CCCC(C)N1C(=O)Cn1c(SCC(=O)Nc2ccc3c(c2)OCO3)nc2ccccc21 (stereo unspecified)
→ 4%, 23%, 1%, -15%, ?, -2%, -10%

Look-ups from above.
Cc1cccc(OCc2nnc(SCC(=O)N3c4ccccc4Sc4ccc(Cl)cc43)o2)c1 – LmPK inhibitor: 0%
CCOC(=O)CSc1ncnc2c1cnn2-c1ccccc1 – HCMV inh: -20

(continued)
Under each structure: TbPYK inhibitor, AMA1-RON2 inh, AmpC detergent, HCV inhibitor, HCMV inh, LmPK inhibitor, AmpC inh no detg
O=C(NCC1CCCO1)c1ccc2c(=O)n(CC3CCCO3)c(SCC(=O)N3CCCC3)nc2c1 (stereo unspecified)
→ 0%, -17%, -3%, 18%, ?, -3%[11.5 µM], 15%
CCOC(=O)N1CCN(C(=O)CN(C2CCCCC2)S(=O)(=O)c2ccc(Cl)cc2)CC1
→ 2%, 37%[activator], -7%, 4%, -16, 5%, 106%[activator]
C=CCC[C@H](Cc1ccc(F)cc1)C(=O)OC[C@H](Cc1c[nH]c2ccccc12)NC(=O)[C@@H](CC=C)CC(=O)NCCO
→ -10%, -2%, /, 8%, 7, /, 227%[activator]
Nc1nc(N)c2c(n1)CN(Cc1ccc(Cl)cc1)C2
→ -3%, 28%, /, /, -24, /, /
NC(=O)CC(NC(=O)c1ccc(Br)cc1)c1ccc(N2CCN(c3ccccn3)CC2)c([N+](=O)[O-])c1 (stereo unspecified)
→ -1%, -13%, -3%, -17%, -10, 2%, 39%
CCn1cc(CN2CCC(n3nccc3NC(=O)C3CCCC3)CC2)cn1
→ 2%, 4%, -15%, 10%, 0, -11%, 0%
CC1Cc2cc(/C=C3/SC(=S)N(C)C3=O)ccc2O1 (stereo unspecified)
→ -12%, -10%, ?, -7%, -8, -5%, -19%
Cc1noc(/C=C/N(C)C)c1S(=O)(=O)N1CCCC(C(=O)NCc2ccco2)C1 (stereo unspecified)
→ 6%, -1%, -13%, 18%, 10, -3%, 86%[activator]
COc1ccc(-c2nc(N)nc(C)c2-c2ccc(Cl)cc2)c(O)c1
→ 4%, 12%, 4%, -22%, ?, -2%, 8%
S=c1[nH]nc(-c2ccccc2Cl)n1CC1CCCO1 (stereo unspecified)
→ ?, -2%, -5%, -4%, -2, ?, -12%
CCOc1ccc(NC(=O)CCN2CCN(c3ccccc3)CC2)cc1
→ 0%, 6%, -8%, 7%, -16, 1%, 12%
N#Cc1cc(-c2ccccc2)oc1/N=C/c1ccccc1O
→ -4%, -7%, -7%, -2%, -12, -4%, -14%

Five successive compounds already listed, quoted:
Under each structure: TbPYK inhibitor, AMA1-RON2 inh, AmpC detergent, HCV inhibitor, HCMV inh, LmPK inhibitor, AmpC inh no detg
Cc1noc(/C=C/N(C)C)c1S(=O)(=O)N1CCCC(C(=O)NCc2ccco2)C1 (stereo unspecified)
→ 6%, -1%, -13%, 18%, 10, -3%, 86%[activator]
COc1ccc(-c2nc(N)nc(C)c2-c2ccc(Cl)cc2)c(O)c1
→ 4%, 12%, 4%, -22%, ?, -2%, 8%
S=c1[nH]nc(-c2ccccc2Cl)n1CC1CCCO1 (stereo unspecified)
→ ?, -2%, -5%, -4%, -2, ?, -12%
CCOc1ccc(NC(=O)CCN2CCN(c3ccccc3)CC2)cc1
→ 0%, 6%, -8%, 7%, -16, 1%, 12%
N#Cc1cc(-c2ccccc2)oc1/N=C/c1ccccc1O
→ -4%, -7%, -7%, -2%, -12, -4%, -14%
